UDG counter – Primary qHTS assay for inhibitors of Activation Induced Cytidine Deaminase (AID): UDG Counterscreen signal. AID 1347430, 2020. Potency, µM (doses to about 115 µM), for inactives: at the top dose activity change, negative = inhibition, hits mostly inhibitors. FRET deamination/UDG coupled assay, UDG read, 4 h. hit rate 0.14% among 91,000. Uracil-DNA glycosylase; note: nearly all actives have a fitted effect of over 65% in size
AID inhibitor – Primary qHTS assay for inhibitors of Activation Induced Cytidine Deaminase (AID): AID signal. Single-stranded DNA cytosine deaminase (Homo sapiens), Q9GZX7. AID deamination FRET fluorescence, UDG-coupled, 4 h. Potency, µM (doses to about 115 µM), inactives show at the highest dose activity change, negative = inhibition, actives largely listed as inhibitors. hit rate 0.32% among 91,000. AID 1347428, 2020; note: nearly all actives have a fitted effect of over 25% in size
Target sequence (Q9GZX7 whole entry, looked up): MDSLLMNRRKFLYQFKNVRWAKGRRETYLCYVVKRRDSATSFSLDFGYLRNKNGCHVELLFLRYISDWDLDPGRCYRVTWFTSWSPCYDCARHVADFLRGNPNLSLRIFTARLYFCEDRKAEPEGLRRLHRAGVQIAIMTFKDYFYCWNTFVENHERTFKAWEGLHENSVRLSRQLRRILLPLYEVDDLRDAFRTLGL
Starred values were filed as active, the others as inactive; ? = inconclusive; & = joins results of further samples; [ ] = dose if it differs, or a comment. Calls come from the whole dose curve; as a rule, active = well fitted curve in the direction sought with a large enough effect; inconclusive = small, poorly fitted or top-dose-only effect, or another doubt; inactive = no such curve, though single readings can be large; an effect the other way counts as inactive or inconclusive. % is set by controls: 0 for no effect and ±100 for the full control effect; potency is the fitted concentration of half-maximal effect.

The first 7 records as a preview:
SMILES | UDG counter | AID inhibitor
Cc1ccc(Cl)cc1N1CCN(C(=O)C(C)n2ncn3cccc3c2=O)CC1 (stereo not given) | 19% | -10%
Cc1ccc(N2CCN(S(=O)(=O)c3ccc(F)c(C(=O)Nc4ccc(Cl)cc4Cl)c3)CC2C)cc1 (stereo not given) | -11% | -7%
O=C(CSc1ncnc2nc[nH]c12)Nc1ccc(F)cc1 | -6% | -8%
COc1ccc(CCNC(=S)Nc2cccc(F)c2)cc1 | -2% | -6%
CC(=O)Nc1ccc2c(c1)nc(CCNC(=O)c1ccc(C)c(F)c1)n2C | -6% | -1%
CCCSc1nnc(NC(=O)c2cc(=O)c3ccccc3o2)s1 | 1%&6% | -10%&-4%
Cc1cc(-c2nn3c(-c4ccco4)nnc3s2)n(C)n1 | 1% | -1%

The list itself (from the top)
SMILES | UDG counter | AID inhibitor
Cc1ccc(Cl)cc1N1CCN(C(=O)C(C)n2ncn3cccc3c2=O)CC1 (stereo not given) | 19% | -10%
Cc1ccc(N2CCN(S(=O)(=O)c3ccc(F)c(C(=O)Nc4ccc(Cl)cc4Cl)c3)CC2C)cc1 (stereo not given) | -11% | -7%
O=C(CSc1ncnc2nc[nH]c12)Nc1ccc(F)cc1 | -6% | -8%
COc1ccc(CCNC(=S)Nc2cccc(F)c2)cc1 | -2% | -6%
CC(=O)Nc1ccc2c(c1)nc(CCNC(=O)c1ccc(C)c(F)c1)n2C | -6% | -1%
CCCSc1nnc(NC(=O)c2cc(=O)c3ccccc3o2)s1 | 1%&6% | -10%&-4%
Cc1cc(-c2nn3c(-c4ccco4)nnc3s2)n(C)n1 | 1% | -1%
CCOc1ccc(-c2cc3ccccc3[nH]2)cc1 | -7% | 16%
O=C(N/N=C/c1cccnc1)C1CC1 | 1% | -3%
Cc1noc(C)c1C(=O)OCC(=O)c1c[nH]c2ccccc12 | 2% | -6%
Cc1nnc(N2CCN(c3ccccc3F)CC2)c2c1nnn2Cc1ccc(F)cc1 | -7% | 1%
CCCCC(=O)N1CC(=O)Nc2ccc(F)cc2C1c1ccc(F)cc1 (stereo not given) | -2% | 4%
CCc1ccc(NC(=O)N2CC(C)Oc3ccc(C)cc32)cc1 (stereo not given) | -13%[57.5 µM] | ?
CCCCC(=O)OC1=C(C(=O)c2ccccc2)N(CC)S(=O)(=O)c2ccccc21 | ? | -21%
CCc1ccc(NC(=O)CSc2cn(CC(=O)N3CCOCC3)c3ccccc23)cc1 | -6% | 10%
c1ccc(-c2cnc(CSc3nnc(-c4ccccc4)o3)o2)cc1 | -1% | 2%
Cc1cc(C(F)F)n2nc(C(=O)Nc3cccc(Cl)c3C)nc2n1 | 5% | 22%
N#Cc1ccc(NC(=O)CCNC(=O)c2ccccc2)c(C(F)(F)F)c1 | 11% | 14%
CCc1cccc(C)c1NC(=O)c1cc(S(=O)(=O)N2CCCCCC2)cn1C | 3% | 27%
CCOC(=O)C(=O)CC(=O)c1ccc(Cl)c(Cl)c1 | 2% | -1%
FC(F)(F)c1ccc(CCNC(=S)NC2CC3CCC2C3)cc1 (stereo not given) | -10% | -17%
CNCCCNC(=O)/C=N/O | 0% | 11%
O=C(CCc1ncc(-c2ccccc2F)o1)Nc1ccccn1 | 2% | 1%
CCc1ccccc1NC(=O)Nc1cc(C(=O)NCc2ccc(C(C)C)cc2)ccc1N1CCCC1 | 3% | 8%

For convenience, some entries already given.
SMILES | UDG counter | AID inhibitor
CCc1ccc(NC(=O)N2CC(C)Oc3ccc(C)cc32)cc1 (stereo not given) | -13%[57.5 µM] | ?
CCCCC(=O)OC1=C(C(=O)c2ccccc2)N(CC)S(=O)(=O)c2ccccc21 | ? | -21%
CCc1ccc(NC(=O)CSc2cn(CC(=O)N3CCOCC3)c3ccccc23)cc1 | -6% | 10%

Other records
SMILES | UDG counter | AID inhibitor
Cn1c(C(=O)N2CCC(NC(=O)c3ccncc3)CC2)cc2ccccc21 | 0% | -8%
Cc1cc(C)c2ccc(C(=O)O)cc2n1 | -7% | -6%
Cc1ccc(CNc2nc(N)c([N+](=O)[O-])c(Nc3cccc(Cl)c3)n2)cc1 | -7% | -10%
CC(C)C/C=N/NC(=O)c1ccccc1 | 4% | 4%
N#CC1=C(N)OC2=C(C(=O)CC(c3ccccc3)C2)C1c1cccc(Cl)c1 (stereo not given) | -8% | -11%
O=C(CCc1cccnc1)Nc1cccnc1 | 4% | 1%
CCCCCn1nc(C(=O)N(CCC(=O)OCC)CC2CC2)c2ccccc2c1=O | -6% | -3%
NC(=O)C1(N2CCCCC2)CCN(C(=O)Nc2ccc(C(F)(F)F)cc2)CC1 | -3% | 8%
N#C/C(=C/c1ccc(OCc2ccccc2C#N)cc1)c1cccc(F)c1 | 7% | 6%
Cc1ccccc1C(=O)N(Cc1nc(-c2ccc(Cl)cc2)no1)C(C)C | 6% | -19%
COc1cccc(-n2cc(C(=O)O)c3c2C(c2cccc(OC)c2OC)CC(=O)N3)c1 (stereo not given) | -4% | -9%
COc1ccc(C(=O)C(C)Oc2ccc(C)c(C)c2)cc1 (stereo not given) | -16% | -16%
CCc1ccc2oc(C(=O)Nc3cccc(C(F)(F)F)c3)cc(=O)c2c1 | -3%[57.5 µM] | -6%[57.5 µM]
COC(=O)c1c(COc2ccc(C)nc2[N+](=O)[O-])nc2ccccc2c1-c1ccccc1 | -4% | ?
Cc1cccc(C)c1NC(=O)CCn1cnc2c1c(=O)n(C)c(=O)n2C | 0% | 1%
Cc1ccc(NC(=O)Cn2c(-c3cncs3)nc3ccccc32)c(Br)c1 | -6%[57.5 µM] | 12%
CCOC(=O)/C(C#N)=C\c1cc(Cl)c(OC)c(OCC)c1 | 5% | -7%
CC(/C=C/c1ccccc1)=N/Nc1ccc([N+](=O)[O-])cc1 | 2% | -1%
COc1cc2[nH]c(=O)n(CCCCCC(=O)N3CCN(c4ccc(Cl)cc4)CC3)c(=O)c2cc1OC | 1% | -4%
Cc1ccc(NC(=O)c2ccc(CNS(=O)(=O)c3ccc4c(c3)C(C)(C)C(=O)N4C)cc2)cc1 | 1% | -1%
Cc1ccc(NC(=O)c2cc(S(=O)(=O)N3CCCC3)c[nH]2)c(C)c1 | 2% | 67%[activator]
O=C(CCc1nc2ccccc2s1)NC1CCCCC1 | 5% | -1%
CCOc1ccccc1Oc1coc2cc(OCC(=O)O)ccc2c1=O | -7% | -8%
CCOc1ccc(NC(=O)c2ccc3c(c2)nnn3C2CCCC2)cc1 | 0% | 22%
CC(C)(C)C(=O)/C=c1/[nH]c(=O)/c(=C/c2ccccc2OC(F)F)s1 | 4% | -1%
COc1ccc(Cn2ccc3nc(C)c(C(=O)NCc4ccc(SC)cc4)cc3c2=O)cc1 | 5% | -11%
CCn1c(C(=O)NCc2ccccc2Cl)cc2sc(Cl)cc21 | -1% | 1%
O=C(OCc1ccccc1F)c1ccc(-c2nnn(Cc3ccccc3)n2)cc1 | 8% | 5%
COc1ccc(C(=O)N(Cc2ccc(N(C)C)cc2)CC2CCCO2)cc1 (stereo not given) | 4% | -1%
CCCN(CCC)C(=O)C1CCCN(S(=O)(=O)c2cc(Br)cc3c2N(C(=O)CC)CC3)C1 (stereo not given) | -12% | 78%
Cc1ccc(-c2cc(C(=O)O)c3ccccc3n2)s1 | -1% | -3%
COc1ccc(CNC(=O)COC(=O)c2ccc(OC)c(S(=O)(=O)N3CCCCCC3)c2)cc1 | -10% | -19%
CCN(CC)S(=O)(=O)c1ccc(Cl)c(C(=O)NC(C)c2cc3ccccc3o2)c1 (stereo not given) | -8% | -13%
O=C(NN=C(/C=C/c1ccccc1)/C=C/c1ccccc1)c1cccs1 | -5% | -4%
O=C(NC1(C(F)(F)F)N=C(c2ccccc2)N(Cc2ccccc2)C1=O)c1ccc(F)cc1 (stereo not given) | 1% | 23%
COc1cccc(CCN[C@H]2CS(=O)(=O)C[C@@H]2S(=O)(=O)c2ccc(F)c(C)c2)c1 | -8% | -1%
CC(=O)NC(Cc1c[nH]c2ccccc12)C(=O)NNC(=O)CSc1nc2ccccc2s1 (stereo not given) | 6% | 1%
CCn1nnc2cc(C(=O)Nc3cccc(Cl)c3C)ccc21 | -8%[57.5 µM] | -4%
c1ccc(C(NCc2cccnc2)(c2ccccc2)c2ccccc2)cc1 | -21% | ?
Cn1c(=O)c2sccc2n2c(CCCC(=O)Nc3ccc(F)c(F)c3)nnc12 | 3% | -6%
Cc1cc(C)c2c(=O)cc(C(=O)Nc3ccccc3F)oc2c1 | -6% | 3%
CCc1ccccc1NC(=O)C1CCN(c2cnccn2)CC1 | 4% | 3%
CCc1cccc2c(C(=O)CSc3n[nH]c(C(C)C)n3)c[nH]c12 | -2% | 1%
COC(=O)c1ccc(Cn2nnc3c(=O)[nH]c(C4CCCN(S(=O)(=O)c5ccccc5)C4)nc32)cc1 (stereo not given) | 10% | 4%
O=C(NC1CCCCC1)c1cc(-c2ccccc2)nc2ccccc12 | -1% | 1%
CC(=O)c1csc(NC(=O)Cn2ccc(=O)n(C)c2=O)n1 | -6% | 46%[activator]
Cc1ccc(NC(=O)Cn2nc(C(F)(F)F)c3c2CCCC3)cc1 | -27% | ?
O=C(Nc1ccccc1F)c1ccc(-c2ccccc2)s1 | -9%[57.5 µM] | 3%
CNc1c(NC(=O)Nc2ccccc2C(F)(F)F)c(=O)oc2ccccc12 | 0% | -10%
Cc1ccc(CN(C)C(=O)COc2ccc3ccc(=O)oc3c2)cc1 | 8% | 6%
Cc1nn2c(-c3cccc(NC(=O)c4ccccc4)c3)nnc2c2ccccc12 | -6% | 2%
COc1ccccc1CNC(=O)C1CCN(c2nc3ccc(C)cc3[nH]2)CC1 | 21% | 1%
CCOc1ccc(C(=O)Nc2ccc(-c3nc4ccccc4s3)c(C)c2)cc1OCC | 7% | 6%
COCC(C)Nc1ncnc2c1c(-c1ccccc1)cn2-c1cccc(C(F)(F)F)c1 (stereo not given) | -10% | -23%
N#CC1=C(N)Oc2cc(O)ccc2C1c1ccc(OCc2ccc(Br)cc2)cc1 (stereo not given) | -4% | 2%
CN(C)S(=O)(=O)N(CC(=O)NCCSCc1c(F)cccc1Cl)c1ccccc1 | -4% | -14%
Cc1ccc(S(=O)(=O)N2CCCc3cc(NC(=O)c4ccc(Cl)cc4)ccc32)cc1 | -1% | -13%
COc1ccc(Br)c(C(=O)OC(C)C(=O)Nc2c(C)n(C)n(-c3ccccc3)c2=O)c1 (stereo not given) | 1% | 1%
CCCSc1nc2c(c(=O)[nH]1)C(c1ccc(O)c(OCC)c1)CC(=O)N2 (stereo not given) | 5% | -9%
Cn1c(=O)c2c(-c3cccc(Br)c3)n(CCO)cc2n(C)c1=O | 2% | -13%
Next section
SMILES | UDG counter | AID inhibitor
CCCCc1nnc(NC(=O)COc2ccc3c(C)cc(=O)oc3c2)s1 | -1% | -14%
CN(C)c1ccc(CNc2nc(-c3ccco3)nn2S(=O)(=O)c2ccc3ccccc3c2)cc1 | 6% | 12%
CCn1cc(S(=O)(=O)c2ccc(OC)cc2)c(=O)c2cc(F)c(N3CCCCCC3)cc21 | -9% | -8%
Cc1ccc(CN(C)C(=O)c2cc3c(F)cccc3[nH]2)o1 | 2% | -5%
CCCCS(=O)(=O)NC(C)C(=O)O (stereo not given) | 4% | 6%
c1ccc(CN2CCN(Cc3c[nH]c4ccccc34)CC2)cc1 | -13% | -4%
Cc1ccc(SC(C)C(=O)NC(C)(C#N)C(C)C)cc1C (stereo not given) | 5% | -1%
COc1cccc(CNC(=O)CCc2nnc3n(C)c(=O)c4sccc4n23)c1 | -6% | -6%
CN(C)CCCc1cc(C(=O)Nc2ccc(-c3ccncc3)cc2)ccc1O | 3% | ?
CCN1CCn2c(nc3cc(NC(=O)Cn4nc(C)c5ccccc5c4=O)ccc32)C1 | 1% | -19%
COc1ccc(-c2nc(CNS(=O)(=O)c3ccc(Br)cc3)cs2)cc1 | -4% | 8%
COc1ccc(CCn2c(=O)c3cccnc3n(CC(=O)Nc3ccc(C)c(F)c3)c2=O)cc1OC | ? | 8%
O=C(/C=C/c1cccc(Cl)c1)c1ccc(N2CCOCC2)cc1 | -12% | -28%
CCOC(=O)C1=C(CS(=O)(=O)c2ccc(Cl)cc2)NC(=O)NC1c1ccc(SC)cc1 (stereo not given) | 3% | -7%
CCn1cc(C(=O)NCc2ccc(C)cc2)c(=O)c2cc(S(=O)(=O)N(C)C3CCCCC3)ccc21 | -17% | ?
Cc1sc2c(c1C)c(=O)n(Cc1ccccc1)c(=O)n2CC(=O)Nc1cccc(Cl)c1 | 0% | -6%
CC(=O)Nc1ccc(-c2nc(-c3ccc4c(c3)CCC4)cs2)cc1 | 8% | 1%
CCOC(=O)c1ccc(-n2c(-c3ccc(C)cc3)c(C)n3c4c(=O)n(C)c(=O)n(C)c4nc23)cc1 | 4% | 8%
Cc1cccc(N2CCN(C(=O)c3ccc(NC(=O)c4nsc5ccccc45)cc3)CC2)c1C | -9% | ?
Cc1cccc(-n2c(SCC(=O)Nc3ccccc3Cl)nc3n[nH]c(C)c3c2=N)c1 | 2%[57.5 µM] | -12%
Cc1cc2c(cc1S(=O)(=O)N1CCC(C)CC1)OCC(=O)N2 | 1% | 2%
CCOc1ccccc1CNC(=O)C1CCN(S(=O)(=O)c2c(C)noc2/C=C/c2ccccc2F)CC1 | 11% | -8%
CCc1cccc(CC)c1NC(=O)C(C)Sc1ccccc1 (stereo not given) | 8% | -1%
CC(=O)c1ccc(C(C)(C)C)cc1 | 1% | 3%
C#CCN1CCC(C(=O)N(C)Cc2ccc(Br)o2)CC1 | 2% | 0%

An excerpt; the hit share may differ from the screen's.
